Screening data from PubChem BioAssay.
APP 5'UTR act = activates APP 5'UTR luciferase reporter; SH-SY5Y APP 5'UTR luciferase reporter, luminescence; zero percent = DMSO vehicle wells; activation, % at 2 µM; 190,000 tested, 1% active;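 active = activation above a set limit, based on mean plus 3 SD of controls, cut at about 140% in these data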; note: values of inactives mirror those of a sister screen read the other way
TNAP inh hiacc = blocks human TNAP under high phosphate acceptor concentration. P05186. purified TNAP, CDP-star luminescence, 1 M DEA. inhibition, % at 20 µM. 200,000 tested, 0.03% active. AID 1135;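 active = over 50% inhibition of tissue-nonspecific alkaline phosphatase at 20 µM in the single-dose screen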;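 note: plate controls were DMSO wells for no effect and EDTA-quenched wells as full inhibition for full effect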
PMI act = increases human mannose-6-phosphate isomerase activity; 190,000 tested, 0.005% active; activation factor at 20 µM; purified human PMI, coupled resazurin fluorescence, 20 min; stronger effect = higher value; 1 = vehicle control, 0 substrate-free wells; P34949; AID 1214;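 active = activation factor of 2 or more at 20 µM, relative to plate controls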
Target sequence (P34949 whole entry, looked up): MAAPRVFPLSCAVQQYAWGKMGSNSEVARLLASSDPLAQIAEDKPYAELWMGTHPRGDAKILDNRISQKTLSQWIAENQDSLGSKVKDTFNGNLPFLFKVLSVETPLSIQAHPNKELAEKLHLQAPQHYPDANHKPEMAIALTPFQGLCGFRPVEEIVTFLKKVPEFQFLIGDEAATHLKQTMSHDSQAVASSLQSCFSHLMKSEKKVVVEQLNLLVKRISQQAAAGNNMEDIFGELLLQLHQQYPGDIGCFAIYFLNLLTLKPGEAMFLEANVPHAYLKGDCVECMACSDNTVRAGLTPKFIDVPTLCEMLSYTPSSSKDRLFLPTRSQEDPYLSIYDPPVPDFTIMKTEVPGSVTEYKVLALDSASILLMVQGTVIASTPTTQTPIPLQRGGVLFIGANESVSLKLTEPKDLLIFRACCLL
NF-kB expr up = compounds increasing NF-kB expression in human neuronal cells. NF-kB reporter expression; stronger effect = higher value. fold change at 12.5 µM. 190,000 tested, 1.6% active. AID 1239; in the data active = fold change above about 3.3
PMI act satM6P = increases human PMI activity with near-saturating mannose 6-phosphate; P34949; coupled PMI enzyme assay, resazurin fluorescence, 20 min; stronger effect = higher value; 1 = untreated enzyme, 0 = substrate-free blank; activation factor at 20 µM; 190,000 tested, 0.34% active; AID 1216;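 active = activation factor of 2 or more at 20 µM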
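assay system = human phosphomannose isomerase with PGI, G6PDH, diaphorase coupling enzymes | quantity = 15 ng/mL PMI | incubation = enzyme reaction with compound 20 min at room temperature | medium = HEPES pH 7.4 buffer with MgCl2 and Tween-20 | compound dosing = one concentration, 20 µM, in 1% DMSO | measured by = Diaphorase-driven resazurin-to-resorufin fluorescence, excitation 544, emission 590 nm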
bIAP act = increases bovine intestinal alkaline phosphatase activity. purified bovine IAP, CDP-star luminescence, 30 min; stronger effect = higher value; fold of DMSO-control signal, blank-subtracted. activation factor at 20 µM. 200,000 tested, 0.17% active. AID 1016;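 active = activation factor of 2 or more at 20 µM, a signal rise over negative controls twice the positive control's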
FLuc inhib CS = inhibits firefly luciferase, flagging false hits in luciferase inhibition screens | P08659 | ATPLite firefly luciferase biochemical luminescence, 10 min | inhibition, % at 10 µM | 200,000 tested, 1.5% active;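 active = inhibition above about 50% when tested at 10 µM, limit read from the data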
Target sequence (P08659 whole entry, looked up): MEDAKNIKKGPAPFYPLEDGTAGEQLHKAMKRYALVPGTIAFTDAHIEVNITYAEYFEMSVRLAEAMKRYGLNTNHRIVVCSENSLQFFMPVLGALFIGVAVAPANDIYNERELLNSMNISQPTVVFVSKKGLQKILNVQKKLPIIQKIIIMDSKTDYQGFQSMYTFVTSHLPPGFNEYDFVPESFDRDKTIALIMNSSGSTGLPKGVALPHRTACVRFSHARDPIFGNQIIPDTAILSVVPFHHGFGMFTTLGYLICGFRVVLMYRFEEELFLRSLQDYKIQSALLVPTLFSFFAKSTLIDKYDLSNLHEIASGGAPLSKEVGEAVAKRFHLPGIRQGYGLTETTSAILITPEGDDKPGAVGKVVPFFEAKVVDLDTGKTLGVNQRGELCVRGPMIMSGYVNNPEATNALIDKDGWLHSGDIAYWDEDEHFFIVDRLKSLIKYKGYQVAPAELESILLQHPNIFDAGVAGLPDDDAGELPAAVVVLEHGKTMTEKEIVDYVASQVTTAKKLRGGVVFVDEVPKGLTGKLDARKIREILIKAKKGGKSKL
FLuc stim CS = affects firefly luciferase, flagging false hits in luciferase stimulation screens; P08659; ATPlite luciferase biochemical, luminescence, 10 min; 0 = ATP-free wells, 1 = DMSO control; activation factor at 10 µM; 200,000 tested, under 10 active; AID 1027;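 active = luciferase activation factor, scaled between plate controls, of at least 2 with compound at 10 µM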
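Assay system – cell-free luciferase reagent · Medium – PBS-based ATP solution · Dosing – test compounds dosed from 2 mM stocks in 100% DMSO · Timing – 10 min, room temperature · Technique – light output (luminescence) · Measure – luminescence gain marking luciferase activators · Controls – No-ATP low control, compound-free enzyme-plus-ATP high control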
TNAP act hiacc = activators of human TNAP at high phosphate acceptor concentration; P05186; purified TNAP, CDP-star luminescence, 1 M DEA, 30 min; stronger effect = higher value; 0 = EDTA background, 1 = DMSO-only activity; activation factor at 20 µM; 200,000 tested, under 10 active; AID 1136;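 active = activation factor at least 2 at 20 µM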
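Control set: EDTA negative control, DMSO positive control / Assay system: human TNAP / Quantity: TNAP 1/800 final / Evaluation: TNAP activation factor scaled between EDTA and DMSO control wells / Measured by: luminescent substrate turnover signal / Compound dosing: one dose, 20 µM / Times: 30 min enzyme reaction at room temperature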
TNAP inh no acc = blocks human TNAP activity with no phosphate acceptor present; purified TNAP, CDP-star luminescence, 30 min; AID 1012; inhibition, % at 20 µM; P05186; 200,000 tested, 0.26% active;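 active = tissue-nonspecific alkaline phosphatase inhibition above about 50% at 20 µM in the single-dose screen, limit read from the data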;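 note: 0% = DMSO negative control and 100% = EDTA positive control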
Active calls of the source: *; . = not tested or not shown. Rows are unselected; overall some 3.6% were active at least once.

SMILES	APP 5'UTR act	TNAP inh hiacc	PMI act	NF-kB expr up	PMI act satM6P	bIAP act	FLuc inhib CS	FLuc stim CS	TNAP act hiacc	TNAP inh no acc
Cc1ccc(-c2nc3cc(N)ccc3o2)cc1	45	-3	0.8	5.4*	0.8	0.9	89*	0.1	1	-5
O=C(O)c1ccccc1SCc1nc2ccccn2c1Br	13	-3	1	1.2	1	0.9	-4	1	1	-6
O=C(NC1CCN(Cc2ccccc2)CC1)C1CCN(S(=O)(=O)c2cccc3nsnc23)CC1	4	4	0.8	0.88	0.8	1	3	1	1	0
COC(=O)c1cccc(NC(=S)NCc2ccc(F)cc2)c1	15	3	0.9	0.87	0.8	1	1	1	1	3
Cc1nnc2n(-c3ccc(Cl)cc3)c(=O)c3c4c(sc3n12)CN(C)CC4	.	-4	0.9	.	0.9	1	-8	1.1	1	-11
CCOC(=O)CCC(=O)NNC(=O)c1ccc(NC(=O)c2ccccc2)cc1	-9	-6	1	1.2	1	1.1	1	1	1.1	1
Cc1c(/C(O)=C2\C(=O)C(=O)N(CCCN(C)C)C2c2ccccc2)cnn1-c1ccccc1 (stereo not given)	18	-2	1.1	.	1	1.1	-4	1	1	-4
Cc1oc(CC(C)C)cc1C(N)=O	0	-3	.	2.5	.	1.1	-4	1	1	-8
CN(C)/C=C(\C=O)c1ncc(C(F)(F)F)cc1Cl	22	0	1.3	1.2	1.2	1	-4	1	1	-4
CC(C)(C)c1ccc(C(=O)Nc2ccccc2NC(=O)c2ccco2)cc1	-2	1	1	0.56	1	1.1	4	1	1	-6
COc1ccc(-c2csc3nc(C(C)(C)C)oc(=O)c23)cc1OC	7	-4	1	1.3	1	1	-4	1	1	-6
CCOC(=O)N1CCC(NC(=O)Cn2cccc2C(=O)c2ccccc2)CC1	-1	-6	1	0.95	0.9	1	-5	1	1.1	-13
CCCCCn1c(Sc2nc3ccccc3s2)nc2c1c(=O)[nH]c(=O)n2C	-1	-2	0.9	1	0.9	1	-6	1.1	1	-3
Cc1nn(-c2ccccc2)c(N2CCCC2)c1/C=C1\N=C(c2ccc(F)cc2)OC1=O	-2	-3	1	1.1	1.1	1	1	1	1	20
COc1cc(NC(=O)Cc2cccs2)ccc1-n1cnnn1	3	-1	0.9	1.4	0.9	0.9	-5	1	1	-10
COc1ccc2nc(SCC(=O)NN)cc(C)c2c1	8	0	0.9	1.3	0.9	0.9	-5	1	1	-2
COC(=O)c1ccccc1NC(=O)c1cncc(Br)c1	-9	0	0.9	1.1	0.9	0.9	-2	1	1	-7
O=C(CCS(=O)(=O)c1cc(Br)cc2c1N(C(=O)C1CC1)CC2)N1CCN(c2ccccn2)CC1	20	-4	1.2	1.1	1.1	1.1	-7	1.1	1	5
Cc1[nH]n(-c2ncc(-c3ccccc3)s2)c(=O)c1C(c1ccc(Br)cc1)C(C#N)C#N (stereo not given)	-6	15	1.2	1	1.3	0.9	-5	1	0.8	-26
COc1ccc(C)cc1S(=O)(=O)N(C)CC(=O)N1CCN(c2ccccc2)CC1	-10	-3	0.9	1.1	1	1	-7	1.1	1	-5
O=C1CCC(C(=O)Nc2cccc(Oc3ccccc3)c2)=NN1	8	-7	1	1.4	1	0.9	-1	1	1.1	-14
Cc1ccc(C)c(-n2c(-c3csc(C)c3C)n[nH]c2=S)c1	7	1	0.9	1.3	0.8	1.3	2	1	1	-59
Cc1nc2c(C(=O)N3CCN(C)CC3)cnn2c(C)c1Cc1ccc(Cl)cc1	.	-1	0.9	0.87	0.9	1	-4	1	1	1
COc1cccc(OC(=O)N2CCOCC2)c1	-8	0	1.2	1.4	1.1	1	7	0.9	1	-8
O=C1Nc2ccccc2C1(O)Cc1ccncc1 (stereo not given)	4	-2	0.9	1	0.9	1	-9	1.1	1	-9
CCOC(=O)c1nnn(-c2nonc2N)c1-c1ccccc1Cl	4	-2	0.9	1.1	1	0.9	-4	1	1	-10
Cc1ccc(C(=O)N/C(=C/c2ccco2)C(=O)NC2CCS(=O)(=O)C2)cc1 (stereo not given)	-8	-5	1	0.99	0.8	1.2	-5	1.1	1	-10
CCN(C(=N)N=C(N)N)c1ccccc1	-5	0	1	1	1	1.3	-4	1	1	-4
CC(C)C(OC(=O)c1nsc(Cl)c1Cl)C(=O)NC(C)(C)C (stereo not given)	17	-3	1	1.2	0.9	0.9	-6	1.1	1	-18
O=C(Cc1n[nH]c(=O)c2ccccc12)OCC(=O)c1ccc2c(c1)OCCO2	-95	-9	1	1.6	0.9	0.9	27	0.7	1.1	-12
O=C(O)c1ccc(CSc2nc3ccc(NC(=O)c4ccccc4C(=O)O)cc3s2)cc1	9	-6	1.2	1.1	0.9	1	7	0.9	1.1	-14
COC(=O)c1ccc(NC(=S)NCC2CC2)cc1	16	2	.	1.6	.	1	4	1	1	-1
CC(C)c1ccc2[nH]c(O)c(N=NC(=O)c3cccc(S(=O)(=O)Nc4ccccc4Cl)c3)c2c1	26	6	1.1	1.1	1.2	1.2	1	1	0.9	8
CCCOc1ccc(CSc2nc3ccccc3[nH]2)cc1	125	-2	0.9	3.5*	1	1	64*	0.4	1	-21
O=C(Nc1cc(C(F)(F)F)ccc1N1CCOCC1)c1cccs1	0	1	0.9	1.3	0.9	0.9	-2	1	1	-13
O=C(/C=C/NNC(=O)c1cccc(Br)c1)c1ccccc1	14	1	1.1	0.77	1.2	1	0	1	1	5
Cc1ccccc1N(CC(=O)N/N=C/c1ccc(F)cc1)C(=O)c1ccccc1	-7	-2	0.9	0.76	0.9	0.9	-6	1.1	1	-2
Cc1n[nH]c(=O)n1-c1ccc(OC(F)(F)F)cc1	9	-2	1	1	1	1.1	2	1	1	-12
Cc1ccc(-c2nnn(CCC(=O)Nc3ccc4c(c3)OCO4)n2)cc1	-12	-1	1	1.1	0.9	1	-3	1	1	-6
Cc1csc(NC(=O)c2cccc(C)c2C)n1	51	-5	1.1	2	1.1	0.9	-3	1	1.1	7
C/C=C/c1ccc(Oc2nnnn2-c2ccc(C(=O)O)cc2)c(OC)c1	14	-4	0.9	1.4	1	1	-7	1.1	1	-4
Oc1ccc(O)c(-c2cnns2)c1	-6	6	1	0.84	0.9	0.7	-2	1	0.9	-7
S=C1SCN(Cc2cccnc2)CN1Cc1ccccc1	-12	-5	1.1	1.8	1.1	1	0	1	1.1	-11
COC1C=CC(CNC(=O)c2cc3c(=O)n4cccc(C)c4nc3n2C)(OC)O1 (stereo not given)	10	-2	1	0.89	1	1.2	-4	1	1	-20
COc1ccc(C(=O)Nc2ccc(S(=O)(=O)Nc3nccnc3OC)cc2)cc1OC	5	2	0.8	1	0.8	0.9	-2	1	1	-7
COc1ccccc1NC(=S)NCc1ccc2c(c1)cc(C)n2C	38	0	0.9	1.1	0.9	0.9	-2	1	1	-149
Cc1cc(C(=O)N/N=C(\CCC(=O)O)c2cccs2)c2ccccc2n1	13	-5	1.1	1.2	1.1	1.3	-6	1.1	1.1	-13
CC(=O)Nc1scc(-c2ccccc2)[n+]1-c1ccc(C)cc1	-3	-1	1.1	1.1	1	0.9	-1	1	1	-6
CC1CCC(C(=O)NC(C(=O)NCCN2CCC(C)CC2)C(C)C)CC1 (stereo not given)	1	-3	1	0.99	1	1.2	-2	1	1	-10
CCCc1nnc(SCC(=O)N2CCOCC2)n1C	-8	-2	1	.	0.9	1	-5	1.1	1	-11
Cc1cc(Br)ccc1SCC(=O)OCC(=O)NC(C)c1ccccc1 (stereo not given)	-5	-3	1	1.1	0.9	1.1	-7	1.1	1	-7
Cc1cc(NC(=O)COc2ncnc3sc(C)c(C)c23)no1	-3	-7	1	1.1	1	1	-6	1.1	1.1	-6
COc1ccc(C2CC(c3ccc(Cl)cc3Cl)Nc3nc(N)nn32)cc1OC (stereo not given)	4	-1	0.9	0.92	0.9	0.9	-10	1.1	1	-2
CCCC(=O)N=c1sc2cccc(F)c2n1C	.	-9	1.1	1.5	1	0.9	7	0.9	1.1	-7
Cc1ccc(-n2cnc3ncnc(-c4ccccc4)c32)cc1	9	-6	1	1.4	1	1.1	-3	1	1.1	-14
O=C(CCCCCN1C(=O)c2ccccc2C1=O)NCc1ccccn1	-5	6	1	1.1	1	1	-2	1	0.9	-4
Cc1ccc(S(=O)(=O)c2nnn3c2nc(N2CCCCC2)c2ccccc23)cc1	-5	-4	1	0.74	1.1	1	0	1	1	0
COc1ccccc1OCc1ccc(C(=O)Nc2ccncc2)o1	2	0	0.9	0.61	0.9	1	-6	1.1	1	-6
S=c1[nH]nc(CSCc2ccc(Cl)cc2Cl)n1-c1ccccc1	18	1	0.8	1.3	0.8	1	-5	1.1	1	10
COc1ccc(-n2ncc(N(C)n3cccc3)c(Cl)c2=O)cc1	133	-7	1	3.7*	1	0.9	54*	0.5	1.1	-12

By substructure, those above with a Cl atom
SMILES	APP 5'UTR act	TNAP inh hiacc	PMI act	NF-kB expr up	PMI act satM6P	bIAP act	FLuc inhib CS	FLuc stim CS	TNAP act hiacc	TNAP inh no acc
Cc1nnc2n(-c3ccc(Cl)cc3)c(=O)c3c4c(sc3n12)CN(C)CC4	.	-4	0.9	.	0.9	1	-8	1.1	1	-11
CN(C)/C=C(\C=O)c1ncc(C(F)(F)F)cc1Cl	22	0	1.3	1.2	1.2	1	-4	1	1	-4
Cc1nc2c(C(=O)N3CCN(C)CC3)cnn2c(C)c1Cc1ccc(Cl)cc1	.	-1	0.9	0.87	0.9	1	-4	1	1	1
CCOC(=O)c1nnn(-c2nonc2N)c1-c1ccccc1Cl	4	-2	0.9	1.1	1	0.9	-4	1	1	-10
CC(C)C(OC(=O)c1nsc(Cl)c1Cl)C(=O)NC(C)(C)C (stereo not given)	17	-3	1	1.2	0.9	0.9	-6	1.1	1	-18
CC(C)c1ccc2[nH]c(O)c(N=NC(=O)c3cccc(S(=O)(=O)Nc4ccccc4Cl)c3)c2c1	26	6	1.1	1.1	1.2	1.2	1	1	0.9	8
COc1ccc(C2CC(c3ccc(Cl)cc3Cl)Nc3nc(N)nn32)cc1OC (stereo not given)	4	-1	0.9	0.92	0.9	0.9	-10	1.1	1	-2
S=c1[nH]nc(CSCc2ccc(Cl)cc2Cl)n1-c1ccccc1	18	1	0.8	1.3	0.8	1	-5	1.1	1	10
COc1ccc(-n2ncc(N(C)n3cccc3)c(Cl)c2=O)cc1	133	-7	1	3.7*	1	0.9	54*	0.5	1.1	-12
